TDP1 cell noCPT – qHTS for Inhibitors of human tyrosyl-DNA phosphodiesterase 1 (TDP1): qHTS in cells in absence of CPT | DT40 Tdp1-/- hTDP1 cells, no CPT, ATP luminescence, 48 h | Potency, µM (top dose mostly 46.2 µM), without a hit: at the highest dose activity change, negative = growth inhibition, usual class: inhibitors | actives 15% (n = 420,000) | AID 686978, 2013; also: nearly all actives have a fitted effect of over 55% in size
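Growth of hTDP1-complemented DT40 Tdp1-knockout cells is measured by ATP luminescence after at least 48 hr compound exposure at 37 °C, with DMSO substituting for the 20 nM CPT used in the parallel screen.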
TDP1 inh – inhibitors of human tyrosyl-DNA phosphodiesterase TDP1. recombinant TDP1, AlphaScreen DNA substrate cleavage. Potency, µM (series often up to 130 µM), for inactives: at the top dose activity change, negative = inhibition, hits mostly inhibitors. actives 0.28% (n = 350,000); also: nearly all actives have a fitted effect of over 40% in size
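Steps: enzyme plus compound, 15 min RT; add biotin/phosphotyrosine-FITC oligonucleotide (15 nM final), react 5 min; add donor/acceptor beads (10 ug/ml final), 10 min; read AlphaScreen. Tdp1 at 1 nM final.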
GCN5L2 inh – GCN5L2 (KAT2A) acetyltransferase inhibition | Q92830 | GCN5L2 HAT assay, ThioGlo1 CoA-SH fluorescence | Potency, µM (doses to about 58.9 µM), inactives show at the top dose activity change, negative = inhibition, most hits filed as inhibitors | actives 0.21% (n = 390,000)
Target sequence (Q92830 whole entry, looked up): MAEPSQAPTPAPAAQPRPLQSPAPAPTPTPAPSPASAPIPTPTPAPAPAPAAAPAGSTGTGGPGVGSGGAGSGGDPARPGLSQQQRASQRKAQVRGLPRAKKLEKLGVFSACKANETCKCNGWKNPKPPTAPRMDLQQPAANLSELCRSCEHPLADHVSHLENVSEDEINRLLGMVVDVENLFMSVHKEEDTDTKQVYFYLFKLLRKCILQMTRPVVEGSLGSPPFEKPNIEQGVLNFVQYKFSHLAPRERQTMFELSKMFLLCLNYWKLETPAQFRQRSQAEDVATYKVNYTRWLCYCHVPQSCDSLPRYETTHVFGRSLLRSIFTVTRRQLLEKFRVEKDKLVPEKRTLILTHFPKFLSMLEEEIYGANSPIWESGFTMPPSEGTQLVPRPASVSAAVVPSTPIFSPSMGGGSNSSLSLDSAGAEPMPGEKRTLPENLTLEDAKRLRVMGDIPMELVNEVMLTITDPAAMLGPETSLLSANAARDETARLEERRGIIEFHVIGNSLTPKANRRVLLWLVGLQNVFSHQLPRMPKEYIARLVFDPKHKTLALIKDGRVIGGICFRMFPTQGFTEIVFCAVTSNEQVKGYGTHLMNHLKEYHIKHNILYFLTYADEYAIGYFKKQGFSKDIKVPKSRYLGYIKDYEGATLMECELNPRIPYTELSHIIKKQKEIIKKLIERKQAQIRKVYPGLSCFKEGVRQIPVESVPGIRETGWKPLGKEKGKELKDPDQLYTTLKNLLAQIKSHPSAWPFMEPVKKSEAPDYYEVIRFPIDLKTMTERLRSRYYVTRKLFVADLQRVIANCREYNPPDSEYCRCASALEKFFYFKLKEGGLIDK
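Compounds, pin-transferred from DMSO stocks, meet 20nM GCN5L2 for 15 min before the reaction begins with H3(1-25) peptide (75uM) and acetyl-CoA (70uM). Thiol-reactive ThioGlo1 reports CoA release over 20 min at room temperature.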
The depositor's hits bear a star; ? = inconclusive; nt = no result given; & = joins results of further samples; [ ] = another dose, or the depositor's remark. Calls follow the shape of the dose curve; as a rule, active = well fitted curve in the direction sought with a large enough effect; inconclusive = small, poorly fitted or top-dose-only effect, or another doubt; inactive = no such curve, though single readings can be large; an effect the other way counts as inactive or inconclusive. % is scaled to controls: 0 for no effect and ±100 for the full control effect; potency is read from the fitted curve at half-maximal effect.

SMILES | TDP1 cell noCPT | TDP1 inh | GCN5L2 inh
NNC(=O)c1nc(-c2cccc(-n3cccc3)c2)no1 | ? | nt | -6%
N#C/C(=C\c1cc([N+](=O)[O-])c(N2CCCCC2)cc1N1CCCCC1)c1nn(-c2ccccc2)c(N)c1C#N | ? | 6% | -2%
O=C(COC(=O)c1cc(S(=O)(=O)N2CCOCC2)ccc1F)NC1CCCCC1 | 2% | 2% | -1%
Cc1cccc(C2=NN(c3ccc(Br)cc3)[C@@H](C(=O)N3CCOC3=O)[C@@H]2c2ccccc2)c1 | ? | -7%[56.1 µM] | ?
CC1(C)CC2(CC(C)(C(=O)CSc3nc4ccccc4s3)OC2=O)C(=O)O1 (centres undefined) | -17% | 2% | -13%
CCc1ccc(CN/C=C/C(=O)c2ccc(Br)cc2)cc1 | -28% | -4% | -1%
O=c1c2ccccc2oc2nc(C3CCCCC3)n(Cc3ccco3)c(=O)c12 | ? | 4% | -3%
COc1cccc(/C=N/NC(=O)c2cc3c(OC)cccc3[nH]2)c1OC | 7.3µM* | 2% | -7%
CCOc1ccccc1O[C@@H](c1ccccc1)[C@@H]1CNCCO1 | nt | -5%[56.1 µM] | -21%
Cc1nnc(Nc2ccc(Cl)cc2)s1 | 0% | nt | -1%
CCCc1ccc(-c2cc(NC(=O)CSc3n[nH]c(N)n3)n(-c3ccccc3)n2)cc1 | ? | 5% | 0%
COc1ccccc1C1N(c2cc(Cl)ccc2OC)C(=O)C2CCCN21 (centres undefined) | -2% | 0% | -4%
CC(=O)Nc1ccccc1C(=O)C(=O)Nc1ccc(F)cc1 | 3% | 0% | -7%
CCOC(=O)c1ccc(NC(=O)CN2C(=O)C(C)SC(C)C2=O)cc1 (centres undefined) | -7% | -1% | 6%
Cc1cc(F)ccc1S(=O)(=O)Nc1ccccc1C(=O)NC1CCN(Cc2ccccc2)CC1 | ? | 0% | -1%
CC1CCN(C(=S)NC(=O)c2ccco2)CC1 | 6% | 2% | -22%
C#CCOc1c(Br)cc(/C=C2/C(=O)ON=C2C)cc1OCC | ? | nt | -6%
N#Cc1nc(COc2ccccc2Cl)oc1NCc1ccco1 | ? | 5% | 5%
Cc1cc(N/C=C/C(=O)c2cccs2)ccc1F | -3% | 3% | -2%
COc1ccc2[nH]c3c(NCCN4CCCCC4)ncnc3c2c1 | nt | 6% | -4%
COc1ccc(CN(C(=O)CN2C(=O)COc3ccccc32)C2CCCC2)c(OC)c1 | ? | 5% | 0%
CCCCN1CC(=O)N2[C@H]3c4cc(OC)ccc4OC[C@@H]3[C@H](C(=O)OCC)[C@]2(C)C1=O | -16% | 1% | -1%
CC1(C)c2ccccc2N2CC(=O)NC21/C=C/c1ccco1 (centres undefined) | 23µM* | -5% | -1%
CC1CN(C(=O)c2cc(S(=O)(=O)N3CCCC3)ccc2Cl)CC(C)O1 (centres undefined) | ? | 2% | -3%
Cc1ccc(CCNC(=O)NCc2noc3ccccc23)cc1 | ? | 5% | -12%
O=C(c1ccc(Cl)c(Cl)c1)N1CCC(=O)N(C(COCc2cccc(C(F)(F)F)c2)Cc2ccccc2)CC1 (centres undefined) | ? | -7% | -16%
CC1=C([N+](=O)[O-])C(c2ccccc2)NC(=O)N1 (centres undefined) | 0% | nt | -6%
COc1ccc(CCNC(=O)c2ccc(CS(=O)(=O)c3ccc(Br)cc3)o2)cc1OC | 15µM* | 2% | 3%
O=C(c1cc(-c2ccccc2)n[nH]1)N1CCN(S(=O)(=O)c2ccccc2)CC1 | ? | nt | -3%
Cc1cccc(N(C)S(=O)(=O)c2cc3c(cc2Cl)NC(=O)CO3)c1 | ? | 1% | -14%
COC(=O)c1ccc(NC(=O)CC2C(=O)N(c3ccc(C)cc3)C(=O)N2CC(C)C)cc1 (centres undefined) | ? | 2% | -3%
COc1ccc(C2(CCN)CC(C)N(C)CC2C)cc1 (centres undefined) | -6% | 4% | -1%
S=c1[nH]nc(Nc2ccc(Cl)cc2)s1 | -19% | 9% | -25%
Cc1ccc(CCNC(=O)c2c[nH]c3ccc(S(=O)(=O)Nc4ccc(C)cc4C)cc3c2=O)cc1 | ? | nt | -23%
O=C(Nc1ccc(Oc2cccnc2)cc1)c1ccccc1Cl | ? | nt | -9%
C#CCOCCOCCOCCNc1nc(N2CCN(C(=O)[C@H](CCC(=O)O)n3cc(C(N)Cc4ccc(O)cc4)nn3)CC2)nc(N2CCN(C(=O)[C@H](Cc3ccc(O)cc3)n3cc(C(N)CC(C)C)nn3)CC2)n1 (some centres undefined) | nt | -4% | -9%
CCS(=O)(=O)N1CCc2cc(C(=O)Nc3ccc(C(=O)OC)cc3)ccc21 | ? | 0% | -1%
CCOC(=O)c1cnc(SCC(=O)c2ccc(C)cc2)nc1N | -2% | 0% | 1%
Cc1ccc(-n2c(SCC(=O)N/N=C/c3ccccc3OCC(=O)O)nc3ccccc3c2=O)cc1 | 5% | 4% | -16%
CCCCOc1cccc(-c2cc(C(=O)NNC(=S)NCC)c3ccccc3n2)c1 | ? | 11% | -5%
COc1ccc(N(CC(=O)NCc2ccc(Cl)cc2)S(=O)(=O)c2ccccc2[N+](=O)[O-])c(OC)c1 | ? | 6% | 3%
O=C(NC1CC(=O)N(c2ccc(F)cc2)C1)C1CCCCC1 (centres undefined) | 0% | 3% | -14%
CC(C)[C@H](CO)Nc1nc(Nc2ccc(C(=O)O)c(Cl)c2)c2ncn(C(C)C)c2n1 | -1% | 4%[56.1 µM] | -18%
CC(C)c1ccc(/C=C/C(=O)Nc2nn[nH]n2)cc1 | nt | 3% | -7%
COc1ccc(N)c2c1OCCC2=O | -18% | 2% | -6%
COc1ccc(N2CCN(C(=O)CN(c3ccccc3)S(=O)(=O)c3ccc(OC)cc3)CC2)cc1 | 21µM* | 5% | -6%
COc1cccc(OC)c1OC(=O)C1CC(=O)N(c2ccc3c(c2)OCCO3)C1 (centres undefined) | 5% | ? | -12%
COc1ccc(NC(=O)C2CCCN(c3nc(C)cc(C)n3)C2)cc1 (centres undefined) | 2% | 7% | -8%
CC1C(=O)NN=C1C(=O)N/N=C/c1cccs1 (centres undefined) | -28% | 5% | -13%
O=S(=O)(c1ccccc1F)N1CCCc2ccccc21 | -24% | nt | -19%
CC1(CCc2ccccc2)NC(=O)N(CC(=O)N2CCCCCC2)C1=O (centres undefined) | 0% | 0% | -9%
CCOC(=O)C1CCCN(C(=O)C2CC(=O)N(c3ccc(C)cc3)C2)C1 (centres undefined) | -20% | 0% | 3%
Cc1ccc(S(=O)(=O)c2c(N)n(/N=C/c3ccco3)c3nc4ccccc4nc23)cc1 | ? | 1% | -8%
[N-]=[N+]=NC[C@H](Cc1ccccc1)N1CCN(Cc2ccccc2)CCC1=O | -17% | nt | -3%
Cc1ccc(CN2CCCC(C(=O)N3CCCC3)C2)cc1 (centres undefined) | -9% | nt | 11%
CCOC(=O)C1CCCN(C(=O)c2ccc3c(c2)sc2nc(-c4cccc(OC)c4)cn23)C1 (centres undefined) | 15µM* | 4% | -6%
COc1ccc2[nH]c(=O)c(CN(C(C)=O)c3cccc(C)c3)cc2c1 | -10% | -6% | -4%
COC(=O)C1=C(C)N(C)C(=O)NC1c1c(O)ccc2ccccc12 (centres undefined) | ? | 5% | -2%
O=S1(=O)CCOC[C@H](c2ccccc2)N1Cc1ccccc1F | ? | nt | 0%
Cn1c(=O)c(=O)n(C)c2cc(N3CCCC3)c(NS(=O)(=O)c3ccc(F)cc3)cc21 | 12% | 7% | -7%

Profiles, quoted from the list. Values in the order: TDP1 cell noCPT	TDP1 inh	GCN5L2 inh
Profile of Cc1ccc(S(=O)(=O)c2c(N)n(/N=C/c3ccco3)c3nc4ccccc4nc23)cc1 : ?	1%	-8%
Profile of COC(=O)C1=C(C)N(C)C(=O)NC1c1c(O)ccc2ccccc12 (centres undefined) : ?	5%	-2%

Other entries follow:
SMILES | TDP1 cell noCPT | TDP1 inh | GCN5L2 inh
Cc1ccc(C)c(NC(=O)Cn2nc([N+](=O)[O-])c(Br)c2C)c1 | -15% | 0% | 2%
CCc1ccc(NC(=O)CCNS(=O)(=O)c2cccs2)cc1 | -3% | -1% | -2%
CC(=O)c1cc(NC(=O)c2ccc(C)cc2)c(=O)oc1/C=C/N(C)C | -24% | -3% | -3%
O=C(O)C1C2C=CC(C2)C1C(=O)NCCC1=CCCCC1 (centres undefined) | -7% | 2% | 0%
CCOC(=O)c1cccc(NC(=O)C2Cc3ccccc3N2C(=O)c2ccccc2)c1 (centres undefined) | -22% | 1% | -1%
COc1cc(NC(=O)c2ccccc2F)ccc1NC(=O)c1cc2ccccc2o1 | -29% | 1% | -5%
CC(=O)Nc1cccc(S(N)(=O)=O)c1C | 15% | 4% | 3%
CSc1ccccc1NC(=S)N/N=C/c1cccn1Cc1cccc(C)c1 | 10% | 8% | -9%
COc1ccccc1OCC(=O)NN=C(Cc1ccccc1)Cc1ccccc1 | -28% | -7% | 7%
COCCOC(=O)c1[nH]c2c(c1C)C(=O)CC(c1ccco1)C2 (centres undefined) | 0.73µM* | nt | -18%
N#Cc1c(N)nc2c(c1-c1ccc(F)cc1)CCC2 | 0% | 4% | -11%
CCOc1ccnc(OCC)c1Br | -7% | -5% | 1%
Cn1ncc2c(NNC(=O)c3ccc(Cl)cc3Cl)ncnc21 | ? | 8% | -1%
Cc1oc2c(c1C(=O)N1CCOCC1)C(=O)c1ccccc1C2=O | 2.6µM* | 3% | -1%
CCC(=O)c1ccc(N2CCN(C(=O)c3ccccc3)CC2)c(F)c1 | 7.3µM* | 0% | -13%
COc1cc(-c2noc(-c3ccccc3C(=O)NCc3ccco3)n2)cc(OC)c1OC | ? | 4% | -3%
Cc1nc2ccc(NC(=O)c3ccc(Cl)c([N+](=O)[O-])c3)cc2s1 | ? | -1% | 2%
O=C(OCc1csc(-c2ccccc2)n1)c1cccs1 | -22% | -2% | -6%
CC(C)(C)OC(=O)N1CCC(c2c(C(=O)NC3CCN(Cc4ccccc4)CC3)cnn2-c2cccc(F)c2)CC1 | 9.2µM* | -7% | -5%
CCCN1CCN(CC(=O)Nc2nc3ccccc3s2)CC1 | -2% | 0% | ?
COc1cccc(NC(=O)CNC(C)CCC(C)C)c1 (centres undefined) | ? | 0% | -2%
CN(C)S(=O)(=O)c1ccc(C(=O)OCC(=O)Nc2ccccc2OC(F)F)cc1 | -14% | 0% | 1%
Cc1ccc2[nH]c(=O)c(CN(CC3COCCO3)C(=O)Nc3ccccc3F)cc2c1 (centres undefined) | ? | 0% | 2%
O=c1nc(-c2ccccc2)c(-c2ccccc2)n[nH]1 | 1% | nt | 2%
CCOC(=O)c1c(S(=O)(=O)Nc2ccc(C)cn2)c(C)n(C)c1C | ? | 2% | -16%
Cc1ccc(C(=O)CSc2nnc(COc3cccc4cccnc34)o2)cc1 | 23µM* | 7% | -4%
CC1CC(C)(C)NC(=S)N1CCC(=O)N1CCN(c2ccccc2)CC1 (centres undefined) | 7% | 3% | 2%
COc1cccc(OCCNC(=O)Nc2cc(F)c(F)cc2Cl)c1 | 0% | 0% | 1%
Nc1nc(N)c(N=O)c(OCC2CCCCC2)n1 | 7.3µM* | 4% | -5%&-1%&35%
Oc1ccc(/C=N\Nc2cc(N3CCOCC3)nc(N3CCOCC3)n2)c(O)c1 | 16µM* | 3% | -6%

An excerpt of these results, with each value named:
CCOC(=O)c1cccc(NC(=O)C2Cc3ccccc3N2C(=O)c2ccccc2)c1 (centres undefined)
  TDP1 cell noCPT = -22%; TDP1 inh = 1%; GCN5L2 inh = -1%

COc1cc(NC(=O)c2ccccc2F)ccc1NC(=O)c1cc2ccccc2o1
  TDP1 cell noCPT = -29%; TDP1 inh = 1%; GCN5L2 inh = -5%

CC(=O)Nc1cccc(S(N)(=O)=O)c1C
  TDP1 cell noCPT = 15%; TDP1 inh = 4%; GCN5L2 inh = 3%

CSc1ccccc1NC(=S)N/N=C/c1cccn1Cc1cccc(C)c1
  TDP1 cell noCPT = 10%; TDP1 inh = 8%; GCN5L2 inh = -9%

(more compounds)
SMILES | TDP1 cell noCPT | TDP1 inh | GCN5L2 inh
O=C(NCCCl)c1ccc(OCc2ccccc2)cc1Cl | 7% | 2% | -9%
COc1ccc(Cl)cc1NC(=O)CN1c2ccccc2CC1C (centres undefined) | ? | 2% | -9%
COc1ccc(OCCOCCN2CCc3ccccc3C2)cc1 | -11% | -5% | -1%
CCN(CC)c1ccc(/C=N/N2C(C)CCCC2C)c(O)c1 (centres undefined) | ? | 11% | -6%
COCC(C)NC(=O)c1cc2c(=O)n3cccc(C)c3nc2s1 (centres undefined) | -21% | 3% | -19%
N#CCC(=O)N/N=C/c1ccc(SCC(=O)Nc2ccccc2)o1 | ? | 2% | -12%

Source: PubChem

Not all compounds are listed; rates above refer to the full screens.
